FEN1 inhibitor: qHTS Assay for the Inhibitors of Human Flap endonuclease 1 (FEN1); Recombinant FEN1 flap cleavage, fluorescence, 15 min; Potency, µM (titrated, usually from 114 µM), without a hit: top-dose activity change, negative = inhibition, hits mostly inhibitors; 390,000 compounds, 0.35% hits; AID 588795, 2011; further: nearly all actives have a fitted effect of over 65% in size
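Read-out was taken twice, immediately and after 15 min, following addition of 50 nM substrate to 10 nM FEN1 that had sat with test compound for 15 min at room temperature. Curves came from a four-parameter Hill model.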
GCN5L2 inh: qHTS Assay for Inhibitors of GCN5L2; Potency, µM (titrated, usually from 58.9 µM), for the others: at the highest dose activity change, negative = inhibition, most hits filed as inhibitors; GCN5L2 HAT assay, ThioGlo1 CoA-SH fluorescence; Histone acetyltransferase KAT2A (Homo sapiens), Q92830; 390,000 compounds, 0.21% hits
Target sequence (Q92830 whole entry, looked up): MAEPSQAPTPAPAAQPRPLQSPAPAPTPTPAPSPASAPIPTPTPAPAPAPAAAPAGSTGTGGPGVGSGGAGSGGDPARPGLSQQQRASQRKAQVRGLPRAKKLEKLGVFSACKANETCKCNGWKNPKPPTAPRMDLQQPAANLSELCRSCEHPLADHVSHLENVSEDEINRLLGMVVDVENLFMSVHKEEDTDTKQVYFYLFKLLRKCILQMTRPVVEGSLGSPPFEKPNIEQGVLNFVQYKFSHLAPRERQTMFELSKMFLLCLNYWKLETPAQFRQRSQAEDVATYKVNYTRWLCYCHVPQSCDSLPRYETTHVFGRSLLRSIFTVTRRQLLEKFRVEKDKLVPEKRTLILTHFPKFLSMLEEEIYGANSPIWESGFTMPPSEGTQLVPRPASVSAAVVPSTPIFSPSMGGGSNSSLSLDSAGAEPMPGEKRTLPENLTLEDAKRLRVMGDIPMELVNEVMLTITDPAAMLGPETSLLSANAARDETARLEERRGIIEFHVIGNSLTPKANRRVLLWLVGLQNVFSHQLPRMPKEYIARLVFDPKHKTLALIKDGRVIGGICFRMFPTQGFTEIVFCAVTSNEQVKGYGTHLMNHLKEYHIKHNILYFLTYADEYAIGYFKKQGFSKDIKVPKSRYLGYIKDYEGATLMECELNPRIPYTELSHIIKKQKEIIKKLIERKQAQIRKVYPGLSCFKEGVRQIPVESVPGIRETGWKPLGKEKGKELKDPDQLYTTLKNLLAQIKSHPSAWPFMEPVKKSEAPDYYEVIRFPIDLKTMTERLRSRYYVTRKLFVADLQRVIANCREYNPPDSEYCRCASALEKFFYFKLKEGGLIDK
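Compounds, pin-transferred from DMSO stocks, meet 20nM GCN5L2 for 15 min before the reaction begins with H3(1-25) peptide (75uM) and acetyl-CoA (70uM). Thiol-reactive ThioGlo1 reports CoA release over 20 min at room temperature.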
TDP1 cell CPT: qHTS for Inhibitors of human tyrosyl-DNA phosphodiesterase 1 (TDP1): qHTS in cells in presence of CPT. chicken DT40 Tdp1-/-;hTDP1 cells + 20 nM CPT, ATP luminescence, 48 h. Potency, µM (titrated, usually from 46.2 µM), inactives show top-dose activity change, negative = growth inhibition, most hits filed as inhibitors. 420,000 compounds, 12% hits. AID 686979, 2013; further: nearly all actives have a fitted effect of over 55% in size
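Chicken DT40 Tdp1-/- cells stably complemented with human TDP1 were seeded at 400 cells/well in medium containing 20 nM camptothecin, exposed to pin-transferred compounds, and grown at 37 °C for at least 48 hr. Viability was read as ATP luminescence.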
* hit, by the source's call; ? = inconclusive; · = no result given; & = joins results of further samples; [ ] = another dose, or the depositor's remark. The call rests on the fitted dose curve; in most records, active means well fitted curve in the direction sought with a large enough effect; inconclusive means small, poorly fitted or top-dose-only effect, or another doubt; inactive means no such curve, though single readings can be large; an effect the other way counts as inactive or inconclusive. On the % scale 0 is the no-effect control and ±100 the full control effect; potency means the concentration at half of the fitted maximal effect.

SMILES | FEN1 inhibitor | GCN5L2 inh | TDP1 cell CPT
Cc1ccc(C(=O)N2CCCC(CCC(=O)N3CCN(c4ccccn4)CC3)C2)cc1 (configuration not stated) | -2% | -3% | ?
CC(=O)c1c(C)[nH]c(C(=O)COC(=O)c2cc(S(=O)(=O)N(C)c3ccccc3)ccc2Cl)c1C | 0% | -9% | -9%
CC(=O)Nc1ccc(Cc2nc3ccccc3[nH]2)cc1 | 12% | -2% | 0%
COc1ccc(Cc2nnc(NC(=O)CS(=O)(=O)Cc3ccccc3)s2)cc1 | 15% | · | 0%
O=C(Nc1ccc(OC(F)(F)F)cc1)Nc1cccnc1 | 15% | -2% | ?
COc1cccc(NC(=O)CN(C)C(=O)c2cc(-c3ccc(F)cc3)nc3ccccc23)c1 | -17% | -15% | ?
CCn1c(CC(=O)Nc2ccccc2F)nnc1SCC(=O)Nc1nnc(C)s1 | 5% | -3% | 0%
O=C(Oc1oc(-c2ccco2)nc1C=Nc1ccccc1)c1ccco1 | 9% | -3% | 3.7µM*
CN1CCN(c2ccc(NC(=O)c3cccc(S(=O)(=O)N4CCCC4)c3)cc2)CC1 | -13% | 0% | -25%
CCNC(=O)CSC1=N/C(=C\c2ccc(O)c(OCC)c2)C(=O)N1c1ccc(OC(F)F)cc1 | 10% | -10% | -21%

An excerpt from above with just FEN1 inhibitor and TDP1 cell CPT.
compound | FEN1 inhibitor | TDP1 cell CPT
CN1CCN(c2ccc(NC(=O)c3cccc(S(=O)(=O)N4CCCC4)c3)cc2)CC1 | -13% | -25%
Cc1ccc(C(=O)N2CCCC(CCC(=O)N3CCN(c4ccccn4)CC3)C2)cc1 (configuration not stated) | -2% | ?
CCNC(=O)CSC1=N/C(=C\c2ccc(O)c(OCC)c2)C(=O)N1c1ccc(OC(F)F)cc1 | 10% | -21%
CCn1c(CC(=O)Nc2ccccc2F)nnc1SCC(=O)Nc1nnc(C)s1 | 5% | 0%
CC(=O)Nc1ccc(Cc2nc3ccccc3[nH]2)cc1 | 12% | 0%
CC(=O)c1c(C)[nH]c(C(=O)COC(=O)c2cc(S(=O)(=O)N(C)c3ccccc3)ccc2Cl)c1C | 0% | -9%
COc1ccc(Cc2nnc(NC(=O)CS(=O)(=O)Cc3ccccc3)s2)cc1 | 15% | 0%

Next part
SMILES | FEN1 inhibitor | GCN5L2 inh | TDP1 cell CPT
Cc1ccccc1NC(=O)c1nc(SCc2ccccc2F)ncc1Cl | -6% | · | ?
Cc1ccc(CSc2nc3ccncc3n2CC(=O)Nc2cc(C)cc(C)c2)cc1 | -1% | 0% | ?
COc1ccc(CNc2oc(-c3ccc(COc4ccc(Cl)cc4)o3)nc2C#N)cc1 | 7% | -11% | -53%
COc1ccc(-n2ncc(C(C)NS(=O)(=O)c3ccc(C(C)=O)cc3)c2C)cc1 (configuration not stated) | 2% | -7% | -6%
Cc1ccc(S(=O)(=O)N2CCOCC2)cc1C(=O)N1CCc2ccccc21 | -19% | -5% | -1%
Cc1ccccc1OCC(O)Cn1c(Br)nc2c1c(=O)n(C)c(=O)n2C (configuration not stated) | -1% | 2% | ?
CCN(c1ccc(NC(=O)COC(=O)c2ccc(C)c(S(=O)(=O)N3CCOCC3)c2)cc1)C(C)C | -17% | · | -4%
Cn1cccc1C(=O)NCC(c1ccc(F)cc1)N1CCOCC1 (configuration not stated) | 17% | -5% | -5%
CCCc1nnc(SCC(=O)NC2CCCC2)n1CCOC | -8% | -2% | 1%
COc1cccc(NC(=O)CCNC(=O)c2ccccc2Cl)c1 | 8% | -2% | 5%

Exported as labelled records: entries from further up
> Cc1ccccc1OCC(O)Cn1c(Br)nc2c1c(=O)n(C)c(=O)n2C (configuration not stated)
  FEN1 inhibitor: -1% | GCN5L2 inh: 2% | TDP1 cell CPT: ?
> CCN(c1ccc(NC(=O)COC(=O)c2ccc(C)c(S(=O)(=O)N3CCOCC3)c2)cc1)C(C)C
  FEN1 inhibitor: -17% | GCN5L2 inh: · | TDP1 cell CPT: -4%
> Cn1cccc1C(=O)NCC(c1ccc(F)cc1)N1CCOCC1 (configuration not stated)
  FEN1 inhibitor: 17% | GCN5L2 inh: -5% | TDP1 cell CPT: -5%
> CCCc1nnc(SCC(=O)NC2CCCC2)n1CCOC
  FEN1 inhibitor: -8% | GCN5L2 inh: -2% | TDP1 cell CPT: 1%

(further entries)
SMILES | FEN1 inhibitor | GCN5L2 inh | TDP1 cell CPT
CC(C)=CCC/C(C)=C/CNC(=O)C[C@H]1C[C@H](C(=O)N2CCCCC2)[C@@]2(CCc3ccccc3)c3[nH]c4ccc(Cl)cc4c3CCN2C1=O | 13% | 0% | -7%
Cc1ccc(-c2nn(CC(=O)NCc3ccco3)c(=O)c3ccccc23)cc1 | 6% | -6% | -16%
O=C(CN1C(=O)C2CC=CCC2C1=O)Nc1ccccc1N1CCCC1 (configuration not stated) | 39%[activator] | -22% | -22%
O=c1c2ccccc2nc2n1C(CSCc1ccc(Cl)cc1)CS2 (configuration not stated) | -5% | -3% | 10µM*
Cn1cc(C(=O)c2ccccc2C(=O)O)cc1C(=O)C(Cl)(Cl)Cl | -10% | 0% | 22%
Cc1ccc(NC(=O)C[n+]2cc(-c3ccccc3)n3c2CCC3)cc1 | -10% | 3% | -1%
O=C(Nc1ccc(F)cc1)c1cccc(N2C(=O)C3C4CCC(C4)C3C2=O)c1 (configuration not stated) | -4% | 1% | ?
Cc1cc(C)n(CCCNCC(O)c2ccccc2)n1 (configuration not stated) | -5%&2% | -2% | 1%&-14%
Cc1ccc(CSc2nc3cccnc3n2Cc2ccc(C(=O)NCCc3ccccc3)cc2)cc1 | 13% | -3% | -15%
C/C=C(\C)CN1CCC(Oc2cccc(C(=O)NCc3ccccn3)c2)CC1 | 10% | -14% | -1%
Cc1ccc(N(CC(=O)NCCSCc2ccco2)S(=O)(=O)c2ccc(F)cc2)cc1 | 4% | 3% | 26µM*
O=C(NC1CCC(O)CC1)c1ccc2c(c1)S(=O)(=O)N=C1CCCCCN12 (configuration not stated) | 0% | -4% | -2%
O=C(Nc1cc([N+](=O)[O-])ccc1F)C1CC1 | 0% | 1% | 20%
COc1ccc(NC(=O)CSc2nnc(NC(=O)c3ccco3)s2)cc1 | 21% | 0% | -20%
COc1ccc(S(=O)(=O)Nc2ccc3c(c2)N(C(C)=O)CCC3)cc1OC | -4% | -2% | ?
COc1ccc(S(=O)(=O)NCCc2sc(-c3cccc(C)c3)nc2C)cc1 | -6% | 1% | ·
O=C(CCn1cccn1)N1CCCC(N2CCN(c3cccc(C(F)(F)F)c3)CC2)C1 (configuration not stated) | 9% | -4% | ?
CCOC(=O)C1=C(C)NC(=O)NC1C(C)C (configuration not stated) | -13% | · | -15%
Fc1ccc(Nc2ncnc3sc4c(c23)CCC4)cc1 | 7% | -3% | ?
Cc1ccc(C(C)NC(=O)Cc2cccs2)cc1C (configuration not stated) | 7% | -2% | -22%
C=CCn1c(SCC)nc(O)cc1=O | 0% | -6% | -1%
O=C(O)c1cccc(S(=O)(=O)N2CCN(C(c3ccccc3)c3ccccc3)CC2)c1 | -17% | -10% | 7%
CC1CN(/C=C/C(=O)C(F)(F)F)CC(C)O1 (configuration not stated) | 1% | -5% | -2%
CCS(=O)(=O)N1CCc2cc(C(=O)Nc3ccc(OC)c(Cl)c3)ccc21 | 2% | -13% | ?
CCc1ccccc1NC(=O)Cc1ccc(NC(=O)N2CCCCc3ccccc32)cc1 | -5% | 12% | ?
CCNC(=S)NNC(=O)CSc1nc2ccccc2[nH]1 | 0% | 1% | 2%
Cc1c(NS(=O)(=O)c2cccc(C(=O)Nc3ccc(SC(F)F)cc3)c2)c(=O)n(-c2ccccc2)n1C | -4% | · | ?
CN1C(=O)c2cccc3c(S(=O)(=O)N4CCCC4C(=O)O)ccc1c23 (configuration not stated) | -9% | -5% | -19%
Cc1onc(-c2ccccc2Cl)c1C(=O)N1CCN(C/C=C/c2ccccc2)CC1 | -16% | 2% | ?
CCCN1CN(CCc2ccccc2)CNC1=S | -5% | 13% | -3%
O=C(COc1ccccc1)Nc1nc(-c2cccs2)cs1 | -7% | -5% | -4%
COc1cc(/C=N/Nc2cccc(C)c2)ccc1OC(=O)c1cccs1 | 0% | -9% | -21%
O=C1CCCC/C1=C/Nc1ccc2c(c1)OCO2 | -16% | -9% | 1%
O=c1cc(NS(=O)(=O)c2ccccc2)nc(SCc2ccccc2Cl)[nH]1 | 0% | 43%[activator] | ?
COc1ccc(C2=NN(C(=O)CSc3nnnn3C)C(c3ccco3)C2)cc1 (configuration not stated) | 16% | 3% | ?
CCc1cccc(N2C(=O)CSC23C(=O)N(Cc2ccccc2F)c2ccccc23)c1 (configuration not stated) | 8% | -3% | ·
Cc1ccc(NC(=O)CNC(C)c2ccccc2)cc1 (configuration not stated) | 2% | -4% | -24%
CC(=O)N(CN1C(=O)c2ccccc2C1=O)c1ccc2c(c1)oc1ccccc12 | -12% | -1% | -2%
O=C(Cn1ncc2c3ccccc3n(Cc3ccccc3F)c2c1=O)NCc1ccccc1Cl | 17% | 2% | 21µM*
O=Cc1ccnc2ccccc12 | 15% | · | 2.8µM*
O=C(Nc1ccccc1F)c1cccc(C(=O)Nc2ccccc2F)c1 | -13% | -7% | 2%
Cc1cc(C)n2nc(SCc3ccc(C#N)cc3)nc2n1 | 1% | 1% | 3%
CCN(Cc1ccccc1)c1ccc(/C=N/NC(=O)c2cccc(S(=O)(=O)N3CCOCC3)c2)cc1 | 0% | -22% | ?
CCC(CO)Oc1cc(NCc2cccc(C)c2)c2ncn(C(C)C)c2c1 (configuration not stated) | ? | -14% | 21µM*
CC1CCN(C(=O)CSc2nnc(-c3ccccc3F)o2)CC1 | -6% | 0% | -3%
COc1ccc(Nc2nnc(-c3cc4cc(Cl)ccc4oc3=O)s2)cc1 | 16% | 1% | 14%
CCOC(=O)Cn1cnc2sc(C(=O)OC)c(C)c2c1=O | 20% | -14% | ?
COc1ccc(C(=O)Nc2cccc3c2CCCC3)cc1 | 21% | 0% | 10µM*
COc1cccc(OCC(=O)NNC(=O)C(=O)Nc2ccc(OC)cc2OC)c1 | 9% | -6% | ?
COc1ccccc1CNC(=O)c1ccc2c(c1)CCN2S(=O)(=O)c1ccccc1 | -7% | -8% | ?
Following part.
SMILES | FEN1 inhibitor | GCN5L2 inh | TDP1 cell CPT
COc1cccc(NC(=O)CSc2nc(C)cs2)c1 | -3% | -3% | -14%
CCOC(=O)N1CCN(S(=O)(=O)c2c(C(=O)N3CCCCC3)c(C)n(C)c2C)CC1 | 18% | -11% | 3%
COCCn1c(SCC(=O)Nc2nnc(C)s2)nnc1-c1ccoc1C | 8% | 0% | 28%
CCCc1nc2c(C)cc(-c3nc4ccccc4n3C)cc2n1Cc1ccc(-c2ccccc2C(=O)O)cc1 | -3% | -10%&-2% | ?
O=c1c2cccc(Cl)c2nc2n1Cc1ccccc1-2 | 4% | ? | ?
CSc1cccc(NC(=O)c2cc(S(=O)(=O)N3CCCC3)cn2C)c1 | -22% | -4% | ?
Cc1ccccc1C(=O)Nc1cccc(C(=O)Nc2ccccc2C(=O)O)c1 | -1% | 3% | -16%
COc1cc(/C=C2\N=C(C)OC2=O)cc(OC)c1OC | -4% | -24% | ?
COc1ccc(C2c3[nH]c4ccccc4c3CCN2CCCn2cccn2)c(C)c1C (configuration not stated) | -17% | -6% | 12µM*
COc1ccc2nc(C)cc(SCC(=O)Nc3c(C)cccc3C)c2c1 | -7% | -1% | ?
Cc1cc(C)cc(Oc2c(C(F)(F)F)oc3c(CN4CCCC(C)C4)c(O)ccc3c2=O)c1 (configuration not stated) | -9% | -4% | 7%
O=C(CCNc1ccc(F)cc1)c1cccc([N+](=O)[O-])c1 | -9% | -18% | 16µM*
C=CCNC(=S)NNC(=O)c1ccc(OCCCC)cc1 | 7% | -7% | -13%
COc1ccc(CNC(=O)C2CCN(S(=O)(=O)c3ccc4c(c3)CC(C)N4C(=O)C3CC3)CC2)cc1 (configuration not stated) | -9% | -13% | 1%
Fc1ccc(-c2cc(C(F)(F)F)nc(NCC3CCCO3)n2)cc1 (configuration not stated) | -5% | -6% | -19%
COC(=O)c1cc(C(=O)OCC(=O)NC2CCCCCCC2)cc([N+](=O)[O-])c1 | -22% | -1% | -7%
O=C(Nc1nc(-c2ccc(Cl)s2)cs1)c1ccncc1 | -7% | -17% | 9.2µM*
O=C(Cc1ccc(Br)cc1)Nc1ncc([N+](=O)[O-])s1 | -20% | -3% | ?
OCC1OC(Oc2cccc3cccnc23)C(O)C(O)C1O (configuration not stated) | · | -1% | -11%
N#CCC(=O)Nc1ccc(C(=O)OCc2ccccc2Oc2ccccc2)cc1 | ? | -2% | 0%
CC1(C)OC(C)(C)/C(=C/Nc2ccccc2)C1=O | 6% | -3% | 3%
O=C(Nc1ccc(N2CCOCC2)c(Cl)c1)c1ccc2c(c1)OCCO2 | -19% | -7% | ?

High-throughput results as filed in PubChem.

A portion of the library (hit frequency here may not be typical).
